Bioassay records from PubChem BioAssay.
BCR signal inh – blocks chronic active B-cell receptor signaling. ABC-DLBCL IkBa-CBG/CBR reporter, luminescence ratio, 4 h. Potency, µM (top dose mostly 46.1 µM), for the others: top-dose ratio change, negative = lower green/red ratio, hits mostly inhibitors. 0.05% of 340,000 active; active means well fitted inhibition curve with a large enough effect in the signal ratio, with a control signal flat, not every such curve was filed as active; inconclusive means small, poorly fitted or top-dose-only effect, or effect the other way, or a change in a side signal; the % refers to the signal ratio;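 further: potency means the concentration at half of the fitted maximal effect; plate controls were basal doxycycline-induced cells for no effect and cells given 10 µM MG132 for full effect; MG132 reads +100%, hits lower the ratio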
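Doxycycline induced both beetle luciferases in TMD8 lymphoma cells; IKK-driven degradation limits the IkappaBalpha-fused green signal, while red luminescence normalises for cell number and nonspecific effects. Compounds tested up to 46 uM, 4 hrs.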
Integrin act MD – activates integrin-mediated alleviation for muscular dystrophy | alpha7betagal myoblasts, beta-gal FDG fluorescence, 48 h | Potency, µM (top dose mostly 38.3 µM), without a hit: at the top dose activation, most hits filed as activators | 0.064% of 350,000 active | AID 624291;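 further: potency means the concentration at half of the fitted maximal effect; 100% = response of the positive control SU9516; nearly all actives have a fitted effect of over 60% in size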
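alpha7betagal+/- myoblasts (passage 13, 250/well) treated 48 h at 37C with compounds at 1:260 dilution of DMSO stock. Lysed, then beta-galactosidase activity read as FDG fluorescence (ex 480/em 540) after 30 min, with pre-read for autofluorescence.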
GALK inhibitor – blocks human galactokinase activity; Purified GALK, Kinase-Glo residual ATP luminescence; Potency, µM (series often up to 57.5 µM), inactives show top-dose activity change, negative = inhibition, usual class: inhibitors; 0.007% of 270,000 active; further: potency means the concentration at half of the fitted maximal effect; on the % scale 0 is the no-effect control and ±100 the full control effect
Target sequence (P51570 whole entry, looked up): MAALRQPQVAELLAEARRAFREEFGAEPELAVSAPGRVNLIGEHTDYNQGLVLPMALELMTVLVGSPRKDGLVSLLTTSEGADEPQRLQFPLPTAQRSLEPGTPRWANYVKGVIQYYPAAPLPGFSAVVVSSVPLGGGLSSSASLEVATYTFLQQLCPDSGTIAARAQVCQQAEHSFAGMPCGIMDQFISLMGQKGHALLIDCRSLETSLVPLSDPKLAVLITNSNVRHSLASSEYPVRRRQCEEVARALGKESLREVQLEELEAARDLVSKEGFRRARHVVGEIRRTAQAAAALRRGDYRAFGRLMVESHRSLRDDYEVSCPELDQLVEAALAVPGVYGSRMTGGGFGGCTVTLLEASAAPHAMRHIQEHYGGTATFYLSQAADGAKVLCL
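The enzyme phosphorylates galactose (100 uM) using ATP (35 uM); inhibition is detected as higher residual ATP, quantified by bioluminescence after 1 h reaction at room temperature, pH 8.0.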
TSG101-PTAP inh – blocks PTAP/TSG101 interaction to inhibit HIV-1 budding; AID 493005; Fluorescence polarization, FITC-PTAP peptide / Tsg101 binding; Potency, µM (series often up to 115 µM), for inactives: at the highest dose activity change, negative = inhibition, hits mostly inhibitors; 340,000 tested, under 10 active; active means well fitted inhibition curve with a large enough effect in the main read-out, with a control signal flat, not every such curve was filed as active; inconclusive means small, poorly fitted or top-dose-only effect, or effect the other way, or a change in a side signal; inactive means no such curve, though single readings can be large or run the other way; further: potency means the concentration at half of the fitted maximal effect; % of control where 0% means no effect
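Compounds were pin-transferred onto Tsg101 binding domain (10 uM final) in HEPES pH 7.5 buffer, then FITC-PTAP peptide was added at 50 nM final. After 20 min at RT, polarization reported peptide displacement across a qHTS concentration series.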
FBPA coupling cs – inhibits coupling enzyme system, counter-screen for aldolase hits; coupling enzyme system counterscreen, AmpLite Red fluorescence; activity change, negative = inhibition, % at 58.2 µM, hits read low; 0.67% of 290,000 active; in the data active means activity change below about -30%; further: on the % scale 0 is the no-effect control and ±100 the full control effect
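Activity here indicates interference with the coupling reaction, not aldolase inhibition. Compounds at 57.5 uM final met coupling enzymes for 10 min at RT; substrate and AmpLite Red detection followed, with a 525/598 nm fluorescence read after 20 min.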
B2AR arrestin – beta2AR (human) beta-arrestin recruitment activity; P07550; AID 492947; Potency, µM (series often up to 46.1 µM), for the others: at the top dose activation, usual class: activators; beta-arrestin recruitment to beta2AR, cell-based reporter; 0.02% of 330,000 active;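 further: potency means the concentration at half of the fitted maximal effect; 0% = DMSO controls and full agonism = EC100 isoproterenol or metaproterenol; nearly all actives have a fitted effect of over 65% in size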
Menin-MLL TR inh – displaces Texas Red mutant MLL peptide from human menin; Menin + Texas Red MLL mutant peptide, fluorescence polarization; Potency, µM (series often up to 61.6 µM), inactives show at the top dose FP activity change, negative = inhibition, most hits filed as inhibitors; 0.23% of 270,000 active; active means well fitted inhibition curve with a large enough effect in the polarisation, with a control signal flat, not every such curve was filed as active; inconclusive means small, poorly fitted or top-dose-only effect, or effect the other way, or a change in a side signal; inactive means no such curve, though single readings can be large or run the other way; the % refers to the polarisation; further: potency means the concentration at half of the fitted maximal effect; % of control where 0% means no effect; many of its hits are not listed in these tables
Giardia kill – Giardia lamblia killing; Giardia lamblia trophozoite viability; activity change, % at 7.66 µM, hits read low; 0.15% of 340,000 active; in the data active means activity change below about -80%; inconclusive means between about -30% and that limit;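 further: parasites exposed to compound for two days anaerobically before the ATP read; on the % scale 0 is the no-effect control and ±100 the full control effect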
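Each well holds 100 Giardia trophozoites and compound. After two days (48 hrs) at 37 deg C in anaerobic conditions, ATP is quantified by luminescence.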
Tb PFK inh – T. brucei PFK enzyme inhibition. T. brucei PFK, ADP-Glo luminescence. 0.17% of 330,000 active. Potency, µM (series often up to 57.5 µM), inactives show at the top dose activity, negative = inhibition, actives largely listed as inhibitors;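 further: potency means the concentration at half of the fitted maximal effect; 0% = uninhibited 1x PFK enzyme wells and -100% = no-enzyme wells; nearly all actives have a fitted effect of over 60% in size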
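Luminescent ADP detection (ADP-Glo, two-step: ATP depletion then ADP-to-ATP conversion for luciferase) reported PFK activity after 45 min room-temperature reaction of 1.25 nM enzyme with 0.5 mM F6P and 0.1 mM ATP at pH 8.0.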
PKM2 act – activators of human pyruvate kinase M2. Potency, µM (series often up to 57.5 µM), inactives show at the top dose activation, actives largely listed as activators. P14618. 0.34% of 260,000 active. purified PKM2, Kinase-Glo ATP luminescence, activation; response scale: 0% is enzyme alone, no compound. AID 1631; further: potency means the concentration at half of the fitted maximal effect; on the % scale 0 is the no-effect control and ±100 the full control effect; nearly all actives have a fitted effect of over 55% in size
Target sequence (P14618 whole entry, looked up): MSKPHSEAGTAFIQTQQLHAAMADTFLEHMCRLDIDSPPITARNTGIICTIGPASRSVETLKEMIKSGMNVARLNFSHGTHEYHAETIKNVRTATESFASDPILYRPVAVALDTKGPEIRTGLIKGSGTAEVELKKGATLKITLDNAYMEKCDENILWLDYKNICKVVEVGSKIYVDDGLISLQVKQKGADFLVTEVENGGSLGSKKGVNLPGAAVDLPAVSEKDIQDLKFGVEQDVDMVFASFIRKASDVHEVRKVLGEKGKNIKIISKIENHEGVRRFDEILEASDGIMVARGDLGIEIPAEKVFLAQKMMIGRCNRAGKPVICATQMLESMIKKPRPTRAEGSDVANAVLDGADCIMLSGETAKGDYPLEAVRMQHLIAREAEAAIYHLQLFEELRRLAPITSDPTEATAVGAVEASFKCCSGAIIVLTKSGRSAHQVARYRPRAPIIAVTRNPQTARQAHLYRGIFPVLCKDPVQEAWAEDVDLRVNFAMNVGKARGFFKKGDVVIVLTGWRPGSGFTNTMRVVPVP
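ATP formation by purified human PK-M2, quantified via coupled luciferase luminescence after 1 h at room temperature with 0.1 mM ADP and 0.5 mM PEP final.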
S-ASM inh – blocks human secretory acid sphingomyelinase. P17405. placental ASM, HMU-PC fluorogenic substrate, 60 min. Potency, µM (highest dose often 57.5 µM), inactives show at the top dose activity change, negative = inhibition, hits mostly inhibitors. 0.006% of 340,000 active. AID 504937; further: potency means the concentration at half of the fitted maximal effect
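Human placenta-derived ASM preincubated with compound 10 min at room temperature, then reacted with 9 uM (final) fluorogenic HMU-PC substrate for 60 min at 37 C. Stop solution raises pH to 10; fluorescence read at Ex 386/Em 447 nm.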
Active calls of the source: *; u = inconclusive; x = not tested or not shown; & = joins results of further samples; [ ] = another dose, or the depositor's remark. Unless noted, the call rests on the fitted dose curve; in most records, active means well fitted curve in the direction sought with a large enough effect; inconclusive means small, poorly fitted or top-dose-only effect, or another doubt; inactive means no such curve, though single readings can be large; an effect the other way counts as inactive or inconclusive.

SMILES	BCR signal inh	Integrin act MD	GALK inhibitor	TSG101-PTAP inh	FBPA coupling cs	B2AR arrestin	Menin-MLL TR inh	Giardia kill	Tb PFK inh	PKM2 act	S-ASM inh
CCCCn1c(SCC(=O)c2cc(OC)ccc2OC)nc2cc(S(N)(=O)=O)ccc21	u	7%	5%	u	0	-0.3%	u	5	-6%	28%	2%
CNc1c(NS(=O)(=O)c2ccc(Br)cc2)c(=O)oc2ccccc12	-4%	u	11%	-7%	1	-0.3%	u	-3	-1%	-2%	0%
CC(C)(O)P(=O)(O)CCc1ccccc1	0%	6%	1%	0%	-1	0.2%	x	-17	-1%	-6%	4%
CC(C)C(=O)N1CCC(c2nc(-c3ccc(S(=O)(=O)N4CCN(C)CC4)cc3)no2)CC1	u	-16%	13%	-4%	3	-0.2%	9%	10	-8%	0%	-4%
CCc1ccc2c(CN3CCc4ccccc43)cc(=O)oc2c1	u	0%	-1%	-3%	-2	-0.3%	-4%	-20	-1%	0%	0%
c1ccc(-c2cn3c4c(sc3n2)CCCC4)cc1	0%	u	4%	-9%&-3%	-8	0.0%	3%	u	-14%	-40%	0%&-7%
CCC1CCCCN1CC(=O)Nc1cc(OC)c(OC)cc1C#N (stereo not given)	-1%	18%	7%	-2%	2	0.1%	-19%	13	0%	2%	2%
COc1ccc(/C=C(\NC(=O)c2ccc(Cl)cc2)C(=O)NCCCN2CCOCC2)cc1OC	13%	-20%	-2%	-1%	4	-0.7%	x	-23	0%	x	0%
CCN(CC)CCCNC(=O)c1c(O)c2c([nH]c1=O)CCCC2	-2%	-26%	4%	-5%	1	-0.3%	0%	-9	-5%	-1%	1%
NC(=O)c1cc(S(=O)(=O)N2CCOCC2)cs1	-2%	24%	3%	-6%	x	0.0%	x	1	0%	x	-4%
COC(=O)c1ccccc1NC(=O)CN1C(=O)CSC1=O	0%	13%	4%	-3%	-2	-0.7%	6%	-5	1%	-2%	8%
Cc1cc2oc(=O)cc(CN3CCCCC3)c2cc1C	u	-28%	2%	-11%	7	-0.7%	-22%	12	-9%	x	0%
CC(C)CC(=O)N1CCN(C(=O)c2ccc(F)cc2)CC1	4%	5%	5%	-1%	1	-0.9%	9%	11	-3%	0%	3%
CC(C)n1cc(C(=O)N2CCCC(N3CCN(c4cccc(Cl)c4)CC3)C2)cn1 (stereo not given)	u	-10%	-4%	x	x	0.2%	x	1	-3%	3%	-1%
CCOC(=O)CNc1nc(Cl)nc(Nc2ccc(Cl)cc2)n1	-3%	25%	-1%	46%[activator]	1	0.2%	x	-24	9%	-2%	-3%
CCOC(=O)c1nn(-c2ccc(F)cc2)cc1O	1%	-1%	0%	1%	2	0.2%	1%	5	2%	10%	4%
O=C(NCc1ccccc1F)c1cccc(S(=O)(=O)N2CCCCC2)c1	2%	18%	x	-10%	x	0.2%	x	7	-10%	x	-1%
Cc1nnc(Nc2ccc3c(c2)OCO3)c2ccccc12	-1%	-11%	2%	-3%	1	-0.1%	-6%	-2	-5%	-2%	-3%
COc1ccc(N(C)S(=O)(=O)c2cccc(C(=O)N3CCN(c4ccccc4)CC3)c2)cc1	u	-5%	x	-2%	x	-0.3%	x	24	3%	x	-2%
COc1ccc(C(=O)CN2Cc3ccccc3C2=N)cc1	1%	8%	-1%	-3%	-4	-0.1%	x	-8	-5%	-7%	2%
COc1cccc(C(=O)N/N=c2\sc3ccccc3n2C)c1	u	38%	-2%	0%	-4	-0.5%	2%	13	0%	-2%	2%
O=C(NNC(=O)C1CCCN(S(=O)(=O)c2cccc(F)c2)C1)C1CC1 (stereo not given)	19%	16%	-1%	0%	2	-1.0%	-15%	u	-3%	-3%	-3%
COc1cccc(C2C(C(C)=O)=C(O)C(=O)N2CCNCCO)c1 (stereo not given)	u	x	-1%	x	1	-0.2%	-4%	x	1%	5%	x
CCCC(=O)OCC(=O)Nc1ccccc1C#N	3%	0%	1%	-5%	0	-0.1%	5%	-12	-2%	x	2%
Cc1cc(C(=O)OCC(=O)Nc2sc3c(c2C#N)CCC(C)C3)c2ccccc2n1 (stereo not given)	16%	4%	0%	-12%	0	-0.2%	u	17	-16%	-6%	-6%
Following part
SMILES	BCR signal inh	Integrin act MD	GALK inhibitor	TSG101-PTAP inh	FBPA coupling cs	B2AR arrestin	Menin-MLL TR inh	Giardia kill	Tb PFK inh	PKM2 act	S-ASM inh
COc1cccc(N2CCN(S(=O)(=O)c3ccc(-n4cnnn4)cc3)CC2)c1	8%	11%	0%	1%	-2	0.5%	0%	28&4	0%	0%	-4%
COc1ccc(CNc2nc(SCC(=O)NCc3ccco3)nc3ccccc23)cc1	-11%	-1%	0%	x	3	u	7%	2	1%	-3%	1%
Cc1cc(=O)c2cc(Cl)ccc2[nH]1	u	15%	-3%	-12%	2&-1	0.1%	10%	8	0%	-1%	1%
COCCNC(=O)C(c1ccc(C)o1)N(Cc1ccccc1)C(=O)Cn1nnc2ccccc21 (stereo not given)	0%	7%	4%	2%	5	-0.5%	6%	-4	-2%	0%	12%
COCc1cc(=O)n2[nH]c(SCc3ccccc3)nc2n1	u	38%	0%	-5%	-8	-0.5%	6%	25	-5%	-17%	8%
Cc1ccc(SCCC(=O)OCC(=O)Nc2ccc(C(N)=O)cc2)cc1	1%	32%	x	2%	x	-0.4%	x	-3	-3%	x	0%
O=C(c1cccs1)N(CCN1CCCCC1)CC1CCCN(C2CCCC2)C1 (stereo not given)	-11%	-60%[inhibitor]	0%	2%	-1	-0.5%	-24%	10	1%	-9%	1%
Cc1ccc(C(=O)Nc2ccccc2C(=O)O)cc1S(=O)(=O)NC1CCCCC1	-14%	31%	-5%	-2%	8	0.4%	u	40[activator]	4%	3%	8%
Cc1cc(OCC(=O)O/N=C(\N)c2ccccc2)cc(C)c1Cl	u	u	1%	-16%	-6	-0.2%	9%	-14	5%	-4%	-2%
Cc1ccc(NC(=O)c2cc(Cl)nc3ccccc23)cc1	-15%	2%	-4%	-2%	0	0.0%	u	-11	0%	5%	3%
O=C(CSCc1cnn(-c2ccccc2)c1-n1cccc1)NCCN1CCOCC1	17%	-8%	1%	-11%	2	-0.6%	-1%	17	1%	0%	5%
COc1ccc(N2CCN(C3CCCN(S(=O)(=O)c4ccc(C)cc4C)C3)CC2)cc1 (stereo not given)	8%	25%	-9%	-2%	x	-0.3%	x	4	0%	x	0%
COc1ccc(Br)cc1S(=O)(=O)N(CC(=O)N1CCN(C)CC1)c1ccccc1	3%	0%	0%	-2%	x	3.0%	x	-11	-5%	-2%	-1%
N#Cc1cn(CCOc2ccccc2F)c2ccccc12	-14%	-7%	-3%	-2%	-14	-0.1%	u	12	6%	-4%	-9%
O=C(NC(=S)Nc1ccc(N2CCOCC2)c(Cl)c1)c1cncc(Br)c1	-7%	0%	1%	-6%	-2	-1.6%	9%	-15	8%	-14%	-6%
CCC(C)(C)NC(=O)C(c1cccnc1)N(C(=O)c1csnn1)c1ccccc1 (stereo not given)	u	17%	6%	-4%	2	-0.1%	3%	-4	-5%	-2%	-4%
Cc1cccc(COc2ncnc3nc[nH]c23)c1	0%	-17%	x	0%	0	-0.5%	-1%	15	-1%	2%	-4%
CCN(CC)c1ccc(SS(=O)(=O)O)cc1	0%&1%	0%&-42%	-3%&-7%	-1%&-4%	19&13	0.0%&-0.7%	u	-10&-14	19µM*	-7%&2%	4%&4%
Cc1cc(C)n(Cc2ccc(Cl)cc2Cl)c(=O)c1S(=O)(=O)c1ccccc1	-8%	22%	0%	-3%	-1	-0.5%	0%	-2	0%	1%	-3%
Cc1ccc(/C=N/n2c(-c3ccco3)n[nH]c2=S)s1	u	-7%	-2%	1%	3	0.1%	3%	-7	0%	-6%	-2%
Cc1ccc(CSCC2Nc3ccc(C(=O)N4CCN(c5ccc(F)cc5)CC4)cc3NC2=O)cc1 (stereo not given)	0%	u	-4%	0%	-1	0.3%	-29%	-8	2%	-3%	-3%
Cc1cc(=O)cc(C)n1-c1ccc(F)cc1F	2%	-1%	-7%	-2%	4	-0.3%	13%	8	-4%	-2%	-1%
COc1cc(/C=C2\CC/C(=C\c3cc(OC)c(OC)c(OC)c3)C2=O)cc(OC)c1OC	-4%	6%	0%	-2%	-2	-0.4%	-10%	22	-5%	10%	-13%
CSCCC(NS(=O)(=O)c1ccccc1F)C(=O)N1CCCCCCC1 (stereo not given)	-1%	-29%	-4%	-6%	x	-0.9%	x	-19	2%	-8%	x

Not all compounds are listed. The share of hits here may be higher or lower than overall.
